Source: PubChem
WT yeast gro inh: growth inhibition of WT yeast, mitochondrial fusion screen | mitochondrial fusion phenotypic screen, WT strain | inhibition, % at 10 µM | hit rate 2.1% among 190,000 | AID 1362; in the data active = inhibition above about 58%; tested in S. cerevisiae
XIAP displacement: small molecules displacing peptide from XIAP – biochemical, IAP family, fluorescence polarization (AID 1018); XIAP BIR domain, fluorescence polarization peptide displacement; higher % means a stronger effect; one-dose displacement, % at 20 µM; IC50 in µM for titrated hits; hit rate 0.007% among 200,000; in the data active = displacement above about 50%; also: a part of the inactive calls stands beside numbers as strong as those of hits
K1F lysis inhibition: inhibition of K1F phage lysis, E. coli UTI89, bacterial capsule biogenesis inhibitors, alamar blue (AID 488966). inhibition, % at 100 µM; hits with a dose series show IC50 in µM. hit rate 0.02% among 340,000. E. coli UTI89 K1F phage lysis, alamar blue, 2 h; higher % means a stronger effect;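 active = phage lysis inhibition, versus mean bacterial control, above a set limit; inconclusive = no clear call, values can overlap the other calls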;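 also: capsule biogenesis inhibitors block K1F phage lysis so surviving cells raise fluorescence; higher fluorescence means more inhibition of phage lysis; actives were called in the ten point dose series up to 300 µM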
NS5 inhibitors: Dengue-2 NS5 methyltransferase inhibitors, primary screen, biochemical, confirmation dose response (AID 588689); one-dose inhibition, % at 25 µM; IC50 in µM for titrated hits; Dengue-2 NS5 methyltransferase capping enzyme assay, biochemical; higher % means a stronger effect; hit rate 0.3% among 340,000; in the data active = a potency from the dose series; inconclusive = inhibition above about 29% without an active follow-up result
RSV CPE inhibition: inhibition of RSV-induced cytopathic effect – HEp-2 cells, primary 10 µM value included (AID 2391). hit rate 0.13% among 310,000. CPE inhibition, % at 10 µM, or IC50 in µM where a hit was titrated. HEp-2 cells, RSV-induced CPE inhibition; higher % means a stronger effect; in the data active = a potency from the dose series; inconclusive = CPE inhibition mostly from about 23% at the one dose, without a potency; inactive = the rest, 99 in 100 with CPE inhibition below about 21%; also: strong numbers were not always called active
Large T inhibition: TAg ATPase/helicase activity blockers – biochemical (AID 1903) | hit rate 0.39% among 310,000 | inhibition, % at 20 µM; hits with a dose series show IC50 in µM | SV40 large T antigen ATPase/helicase inhibition assay; higher % means a stronger effect; in the data active = a potency from the dose series; inconclusive = inhibition mostly from about 32% at the one dose, without a potency; inactive = the rest, 99 in 100 with inhibition below about 32%; also: strong numbers were not always called active
CSM14.1 death rescue: rescue of cells from ER stress-induced death, primary screen, 384-well, CSM14.1, thapsigargin, ATP luminescence (AID 1222); one-dose cellular ATP content (survival), % at 20 µM; EC50 in µM for titrated hits; CSM14.1 thapsigargin-induced death rescue, ATP luminescence; higher % means a stronger effect; 190,000 tested, under 10 active;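 active = EC50 below 50 µM in the dose-response confirmation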;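 also: death triggered by thapsigargin at about 15 µM added after 2 h compound pretreatment; cell ATP read after overnight thapsigargin exposure of roughly 18 to 22 hours; normalized against plate controls of thapsigargin alone and 5% DMSO vehicle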
Yfh1-off respiration: mitochondrial function rescue without frataxin homolog – Friedreich's ataxia, plus single-dose screen, dose response (AID 1465). one-dose fold induction at 50 µM; EC50 in µM for titrated hits. S. cerevisiae Yfh1-off respiration, WST-1 reduction, 72 h; higher fold induction means a stronger effect. hit rate 0.074% among 220,000;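 active = fold induction of absorbance versus untreated yeast above a set limit, then at least 30% activation at any dose in follow-up; inconclusive = repeats straddling the limit, or above it without dose testing; inactive = fold induction below the set limit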;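 also: activators that raise dye reduction in frataxin-depleted yeast; strong numbers were not always called active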
West Nile virus CPE: inhibition of WNV-induced cytopathic effect – cell-based, CPE readout (AID 1621); West Nile virus-infected cells, CPE inhibition; higher % means a stronger effect; CPE inhibition, % at 10 µM; hits with a dose series show IC50 in µM; hit rate 0.02% among 290,000; in the data active = a potency from the dose series; inconclusive = CPE inhibition mostly from about 3.7% at the one dose, without a potency; inactive = the rest, 99 in 100 with CPE inhibition below about 2.2%; also: strong numbers were not always called active
WT yeast gro inh mutant strain: second read-out of WT yeast gro inh, no call of its own (marks repeat the call); inhibition, %; mitochondrial fusion phenotypic screen, mutant strain inhibition
NS5 inhibitors pilot replicate: second read-out of NS5 inhibitors, no call of its own (marks repeat the call); inhibition, %; measured here: pilot screen replicate inhibition
Numbers without * were called inactive; i = inactive; u = inconclusive; x = no result given; [ ] = remark or other dose. Compounds as they come; 2.2% or so of the library scored in one or more.

SMILES	WT yeast gro inh	WT yeast gro inh mutant strain	XIAP displacement	K1F lysis inhibition	NS5 inhibitors	RSV CPE inhibition	Large T inhibition	CSM14.1 death rescue	Yfh1-off respiration	West Nile virus CPE	others
Cc1cc(C(=O)OCC(N)=O)c(C)n1-c1ccccc1	13.2	7.4	-4.6%	0.2%	-3.0%	-3.5%	6.0%	-12.5%	i	0.0%
CCOC(=O)N1CCC(NC(=O)Cn2ncc3c2-c2cc(C)ccc2OC3)CC1	-7.7	2.0	-6.1%	0.4%	-0.7%	-0.8%	8.6%	2.1%	i	0.2%
COc1ccc(C(=O)Nc2ccc3c(c2)OCCO3)cc1	-5.6	7.2	-1.3%	0.2%	-3.5%	-1.7%	9.4%	-5.9%	i	-0.4%
Cn1c(N/N=C\c2cccc(O)c2)cc(=O)n(C)c1=O	-6.4	10.3	-2.7%	3.3%	-9.6%	0.7%	-5.6%	-2.9%	i	0.2%
CN(Cc1ccccc1)C(=O)C1CCN(S(=O)(=O)c2ccc(-n3cnnn3)cc2)CC1	x	x	x	0.2%	-3.2%	2.7%	3.2%	x	x	-0.8%
CCOC(=O)C1CCN(CC(O)COc2ccc(C(C)(C)C)cc2)CC1 (stereo not drawn)	40.0	52.9	-4.1%	1.8%	-6.1%	0.3%	4.2%	-1.7%	i	0.3%
Cc1sc(NC(=O)c2c(F)cccc2F)nc1-c1ccccc1	x	x	x	0.5%	-8.2%	44.9%	-0.4%	x	x	-1.9%
Cc1ccc(/C([O-])=C(/C(=S)NCc2ccco2)[n+]2ccccc2)cc1	1.5	-7.6	-3.1%	x	x	0.1%	29.5%	-1.1%	i	2.4%
Cc1cccnc1CNC(=O)C1CCC(=O)N(CCc2cccc(F)c2)C1 (stereo not drawn)	x	x	x	0.5%	-5.3%	2.8%	11.5%	x	x	-0.4%
Cc1cccc(C)c1NC(=O)c1cccc2c1-c1ccccc1C2=O	1.5	-9.4	-5.0%	0.2%	-8.3%	1.2%	4.9%	2.3%	i	0.8%
CCCCNC(=O)Nc1ccc(C2SCCS2)cc1	x	x	x	x	x	3.8%	3.0%	x	i	-0.6%
CCCOc1ccccc1/C=C1\SC(N)=NC1=O	x	x	x	0.2%	4.7%	1.1%	7.9%	x	x	-1.0%
Clc1cccc(CN2CCN(Cc3ccco3)CC2)c1	x	x	x	-0.2%	2.6%	1.3%	6.8%	x	x	0.1%
O=C(CN1CCCCC1)N1CCN(S(=O)(=O)c2ccccc2)C1	10.8	17.4	-15.0%	-0.3%	-7.3%	-2.1%	11.1%	-11.5%	i	-0.3%
Cc1c(C(=O)N2CCCCC2C)sc2nc3n(c(=O)c12)CCC3 (stereo not drawn)	x	x	x	0.5%	-5.2%	2.6%	7.2%	x	x	1.4%
COc1ccc(C(CNC(=O)C(=O)Nc2ccc3c(c2)OCO3)N2CCN(C)CC2)cc1 (stereo not drawn)	x	x	x	1.5%[50 µM]	0.7%	-1.9%	21.9%	x	x	x
Cc1nn(Cc2ccc(Cl)cc2)c(C)c1NC(=O)c1c(-c2ccccc2)noc1C	10.0	2.9	-5.8%	-0.7%	8.9%	-0.6%	5.3%	1.8%	i	-0.7%
Cc1ccc(C(=O)OCC(=O)NCCC2=CCCCC2)s1	3.2	-0.2	3.1%	0.2%	-9.1%	1.0%	0.2%	-3.0%	i	-0.1%
COc1cccc(OC)c1OCCNCCO	-10.4	8.1	-1.9%	-0.1%	8.7%	1.9%	26.1%	-3.0%	i	0.2%
CCOc1ccccc1NC(=O)C1CCC(=O)N1S(=O)(=O)c1ccc(C)cc1 (stereo not drawn)	x	x	x	-0.2%	0.0%	0.9%	23.0%	x	x	-0.6%
CCc1ccc(NC2=CC(=O)CC(C)(C)C2)cc1	x	x	x	0.3%	-3.3%	4.2%	5.2%	x	x	-0.8%
O=C(NCC(=O)N(c1ccccc1)C(C(=O)NC1CCCC1)c1ccncc1)c1ccco1 (stereo not drawn)	x	x	x	-0.4%	-6.3%	0.9%	x	x	i	u
Cc1cccc(N2CCN(C(=O)c3cc4c(=O)n(C)c5ccccc5c4n3C)CC2)c1C	37.9	5.5	-18.0%	0.9%	0.0%	3.6%	2.3%	-0.4%	i	0.0%
CCn1c(SCC(=O)Nc2nc3c(s2)CCCC3)nnc1-c1ccccc1	1.2	2.3	-13.2%	1.7%	-10.4%	1.2%	15.0%	-2.7%	i	-0.9%
CC(C)(C)c1ccc(OCCC(=O)OCC(=O)NC2CCCCC2)cc1	x	x	x	0.6%[50 µM]	-2.9%	-0.1%	7.6%	x	x	x
Cc1ccc(CN(C(=O)c2cccs2)C2CCS(=O)(=O)C2)cc1 (stereo not drawn)	x	x	x	0.4%[50 µM]	-1.9%	1.6%	16.3%	x	x	-0.8%
Cc1cc(C)n(CCOc2ccc(Cl)cc2Cl)n1	7.5	18.5	-1.4%	-0.2%	3.2%	41.6%	5.2%	1.2%	i	0.2%
O=C(OCC(=O)N1CCCC1)c1ccccc1OCc1ccccc1	7.8	60.7	-2.8%	0.9%	5.9%	1.2%	12.4%	-3.5%	i	0.6%
CC1(CCc2ccccc2)NC(=O)N(Cc2nnc(-c3ccccc3Br)o2)C1=O (stereo not drawn)	13.7	-23.4	-5.6%	0.1%	-5.5%	3.2%	15.8%	0.8%	i	-0.5%
CC(=O)Nc1ccc(S(=O)(=O)NCCN2CCOCC2)cc1	-7.1	-22.9	-1.0%	-0.9%	-8.0%	-0.9%	8.8%	3.8%	i	0.0%
COC(=O)C1C(=O)C=C(Nc2ccc(F)cc2F)CC1c1ccc(OC)cc1 (stereo not drawn)	-6.3	5.5	-5.8%	0.1%	3.2%	1.6%	-4.4%	-1.6%	i	-0.5%
Cc1ccc(OCC(=O)N2CCN(c3nnc(-c4ccc(C)cc4)c4ccccc34)CC2)cc1	79.0*	50.2*	-15.3%	-0.1%	-10.1%	u	12.9%	4.1%	i	2.1%	NS5 inhibitors pilot replicate=1.8
O=S(=O)(c1cccs1)N1CN(Cc2ccco2)c2nc3ccccc3nc21	x	x	x	-2.1%[50 µM]	-9.4%	2.1%	10.5%	x	i	-0.5%
CC1=Nc2cc(C(=O)N3CCCC3)ccc2Sc2ccc(C)cc21	x	x	x	0.2%	-9.1%	3.7%	8.4%	x	x	0.0%
CC(=O)c1ccc(N2CCN(c3ccc(C(F)(F)F)cn3)CC2)cc1	-7.5	-3.5	-3.0%	1.4%[50 µM]	-3.9%	5.1%	2.9%	2.0%	i	-0.8%
CCc1cc(C(=O)N(Cc2ccccc2)c2c(N)n(CCOC)c(=O)[nH]c2=O)sc1C	x	x	x	1.0%[50 µM]	-5.8%	0.1%	19.6%	x	x	x
Nc1ccccc1S(N)(=O)=O	x	x	x	3.0%	0.7%	-0.7%	3.4%	x	x	x
Cn1c(COc2ccccc2)nnc1SCC(=O)NCc1ccccc1	-11.3	-33.6	-0.5%	0.4%	-5.8%	1.0%	3.2%	1.0%	i	0.1%
CCc1ccc(N(C(=O)c2csnn2)C(C(=O)NC2CCCCC2)c2ccncc2)cc1 (stereo not drawn)	x	x	x	0.0%	-1.7%	1.1%	4.4%	x	x	-0.9%
CCCCn1c(N)c(N(CC(C)C)C(=O)CC2CCCCC2)c(=O)[nH]c1=O	x	x	x	-0.7%[50 µM]	-11.5%	-2.1%	19.6%	x	x	x
CC(C)c1ccccc1NC(=O)c1cccc(NC(=O)c2ccccc2)c1	18.6	-8.2	-2.9%	2.0%	-4.7%	43.1%	16.4%	3.3%	i	0.1%
CC(Sc1ncnc2ccccc12)C(=O)Nc1ccc2c(c1)OCO2 (stereo not drawn)	38.5	5.9	-0.9%	4.1%	-11.4%	15.5%	5.0%	-0.9%	i	0.6%
CC1(C)CC(=O)C/C(=N\NC(=O)Cc2ccccc2)C1	-2.2	16.6	-4.4%	0.2%	-3.2%	1.0%	7.5%	-0.1%	i	-0.5%
Cc1cc(C)n(-c2ccc(F)cc2)c(=O)c1C#N	-1.7	-6.7	0.6%	0.2%	2.7%	0.6%	19.5%	1.0%	i	0.1%
O=C(COc1cc(O)c2c(=O)cc(-c3ccccc3)oc2c1)c1ccccc1	-12.3	-6.2	-5.5%	0.4%	10.1%	3.2%	-0.9%	-1.0%	i	0.0%
CC12CCC(C/C1=N\N=C1\NC(=O)/C(=C\c3ccc(Cl)cc3)S1)C2(C)C (stereo not drawn)	28.0	4.3	0.6%	1.1%	-1.8%	18.3%	11.4%	-1.4%	i	-0.5%
CC(C)=CCN1CCNC(=O)C1CC(=O)NCc1nc(C)c(C)s1 (stereo not drawn)	11.5	-6.5	-0.3%	2.6%	0.0%	0.2%	0.8%	-0.8%	i	-0.1%

9 consecutive entries from above:
SMILES	WT yeast gro inh	WT yeast gro inh mutant strain	XIAP displacement	K1F lysis inhibition	NS5 inhibitors	RSV CPE inhibition	Large T inhibition	CSM14.1 death rescue	Yfh1-off respiration	West Nile virus CPE	others
CCc1cc(C(=O)N(Cc2ccccc2)c2c(N)n(CCOC)c(=O)[nH]c2=O)sc1C	x	x	x	1.0%[50 µM]	-5.8%	0.1%	19.6%	x	x	x
Nc1ccccc1S(N)(=O)=O	x	x	x	3.0%	0.7%	-0.7%	3.4%	x	x	x
Cn1c(COc2ccccc2)nnc1SCC(=O)NCc1ccccc1	-11.3	-33.6	-0.5%	0.4%	-5.8%	1.0%	3.2%	1.0%	i	0.1%
CCc1ccc(N(C(=O)c2csnn2)C(C(=O)NC2CCCCC2)c2ccncc2)cc1 (stereo not drawn)	x	x	x	0.0%	-1.7%	1.1%	4.4%	x	x	-0.9%
CCCCn1c(N)c(N(CC(C)C)C(=O)CC2CCCCC2)c(=O)[nH]c1=O	x	x	x	-0.7%[50 µM]	-11.5%	-2.1%	19.6%	x	x	x
CC(C)c1ccccc1NC(=O)c1cccc(NC(=O)c2ccccc2)c1	18.6	-8.2	-2.9%	2.0%	-4.7%	43.1%	16.4%	3.3%	i	0.1%
CC(Sc1ncnc2ccccc12)C(=O)Nc1ccc2c(c1)OCO2 (stereo not drawn)	38.5	5.9	-0.9%	4.1%	-11.4%	15.5%	5.0%	-0.9%	i	0.6%
CC1(C)CC(=O)C/C(=N\NC(=O)Cc2ccccc2)C1	-2.2	16.6	-4.4%	0.2%	-3.2%	1.0%	7.5%	-0.1%	i	-0.5%
Cc1cc(C)n(-c2ccc(F)cc2)c(=O)c1C#N	-1.7	-6.7	0.6%	0.2%	2.7%	0.6%	19.5%	1.0%	i	0.1%
